High-throughput results from PubChem BioAssay.
FEN1 inhibitor – inhibitors of human flap endonuclease 1; P39748; Potency, µM (doses to about 114 µM), inactives show top-dose activity change, negative = inhibition, actives largely listed as inhibitors; 0.35% of 390,000 active; AID 588795; Recombinant FEN1 flap cleavage, fluorescence, 15 min; further: nearly all actives have a fitted effect of over 65% in size
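Steps: FEN1 (10 nM) dispensed; compound added by pin tool; 15 min at room temperature; substrate added to 50 nM final; reads at 0 min and 15 min; data normalized and fitted (four-parameter Hill).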
N370S GC – inhibits or activates N370S mutant glucocerebrosidase. AID 2101. N370S GC spleen homogenate, 4MU-glucoside fluorescence. Potency, µM (doses to about 59.4 µM), without a hit: top-dose activity change, negative = inhibition, hits mostly inhibitors. 0.092% of 330,000 active;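 further: 0% = full enzyme activity and -100% = no enzyme basal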
GCN5L2 inh – GCN5L2 (KAT2A) acetyltransferase inhibition; Q92830; GCN5L2 HAT assay, ThioGlo1 CoA-SH fluorescence; Potency, µM (series often up to 58.9 µM), for the others: top-dose activity change, negative = inhibition, hits mostly inhibitors; 0.21% of 390,000 active; AID 504327
Target sequence (Q92830 whole entry, looked up): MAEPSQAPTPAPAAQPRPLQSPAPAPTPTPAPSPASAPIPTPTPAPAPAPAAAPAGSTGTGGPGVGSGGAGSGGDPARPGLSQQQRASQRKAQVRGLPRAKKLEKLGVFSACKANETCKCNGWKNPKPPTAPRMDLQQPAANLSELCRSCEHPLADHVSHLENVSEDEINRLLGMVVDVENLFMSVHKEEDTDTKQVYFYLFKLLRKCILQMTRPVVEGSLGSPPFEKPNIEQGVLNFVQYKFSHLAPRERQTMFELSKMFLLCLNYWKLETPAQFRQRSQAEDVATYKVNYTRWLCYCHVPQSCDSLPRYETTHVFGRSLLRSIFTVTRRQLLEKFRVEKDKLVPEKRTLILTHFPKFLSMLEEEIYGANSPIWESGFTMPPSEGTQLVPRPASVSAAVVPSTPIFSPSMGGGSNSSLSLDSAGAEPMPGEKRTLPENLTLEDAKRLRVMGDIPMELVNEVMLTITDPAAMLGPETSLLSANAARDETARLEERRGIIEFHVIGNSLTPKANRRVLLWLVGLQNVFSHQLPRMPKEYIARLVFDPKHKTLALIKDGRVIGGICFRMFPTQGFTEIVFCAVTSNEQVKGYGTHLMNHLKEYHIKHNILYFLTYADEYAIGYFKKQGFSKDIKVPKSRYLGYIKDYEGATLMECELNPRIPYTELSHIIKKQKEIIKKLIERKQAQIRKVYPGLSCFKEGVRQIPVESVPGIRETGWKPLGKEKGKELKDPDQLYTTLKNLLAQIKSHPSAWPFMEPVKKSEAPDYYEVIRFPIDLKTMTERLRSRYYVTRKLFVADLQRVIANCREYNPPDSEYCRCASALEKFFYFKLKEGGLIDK
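Titration-based screen in which CoA formation is detected via maleimide probe ThioGlo1 (50uM) turning fluorescent on thiol reaction; substrates H3(1-25) 75uM and acetyl-CoA 70uM, GCN5L2 20nM, 20 min incubation at room temperature.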
* marks the source's active call; other numbers are inactive results; ? = inconclusive; . = no result given; & = joins results of further samples; [ ] = dose if it differs, or a comment. The call rests on the fitted dose curve; in most records, active means well fitted curve in the direction sought with a large enough effect; inconclusive means small, poorly fitted or top-dose-only effect, or another doubt; inactive means no such curve, though single readings can be large; an effect the other way counts as inactive or inconclusive. Unless noted, on the % scale 0 is the no-effect control and ±100 the full control effect; potency means the concentration at half of the fitted maximal effect.

Start of the data: the first 2 compounds as a preview:
SMILES | FEN1 inhibitor | N370S GC | GCN5L2 inh
CCCCC(CC)C(=O)O (stereo not drawn) | 0% | -4% | -11%
CC1CCC(NC(=O)CC(NC(N)=O)c2ccccc2Cl)CC1 (stereo not drawn) | 12% | 6% | -1%

This part in full (from the top)
SMILES | FEN1 inhibitor | N370S GC | GCN5L2 inh
CCCCC(CC)C(=O)O (stereo not drawn) | 0% | -4% | -11%
CC1CCC(NC(=O)CC(NC(N)=O)c2ccccc2Cl)CC1 (stereo not drawn) | 12% | 6% | -1%
O=S(=O)(Cc1ccccc1)N1CCN(C/C=C/c2ccccc2)CC1 | 0% | 3% | -2%
CC(C)c1ccc(NC(=O)c2cnc3sc(N4CCCC4)nn3c2=O)cc1 | -2% | . | -6%
CCN1C(=O)[C@H]2[C@@H](c3ccc(-c4cccc(Cl)c4)c(OC)c3)N3CCC[C@@]3(C(=O)OC)[C@H]2C1=O | ? | . | -14%
CC1(C)NC(=O)N(CCOc2cccc(Cl)c2Cl)C1=O | -3% | -6% | 10%
O=C(Nc1sc2c(c1C(=O)O)CCC2)c1ccccc1F | 3% | -8% | -14%
CC(C)CN(C[C@@H](O)[C@H](Cc1ccccc1)NC(=O)O[C@H]1CCOC1)S(=O)(=O)c1ccc(N)cc1 | . | -8% | -3%
Cc1ccccc1Nc1c(C)c(C)nc2ncnn12 | 3% | -23% | -5%
COc1ccccc1C(=O)Nc1c(C(=O)c2ccccc2)oc2ccccc12 | -2% | . | -18%
COc1ccc2c(c1)c(=O)c(C(=O)c1ccc(F)cc1)cn2CC(=O)Nc1ccc2c(c1)OCO2 | 5% | . | 0%
Cc1csc(SCC(=O)NCc2ccc3c(c2)OCO3)n1 | -1% | 17% | 2%
COc1cccc(NC(=O)c2oc3ccccc3c2NC(=O)c2ccc(C(F)(F)F)cc2)c1 | 5% | . | 7%
O=C(Cc1c(C(=O)O)[nH]c2ccccc12)NC1CCCC1 | -15% | 8% | -11%
CCn1cc(S(=O)(=O)NC2CCCCC2)cn1 | 0% | 3% | -27%
CCCc1cc(C(=O)Nc2ccc(C(=O)OC)cc2)cs1 | -2% | 3% | -10%
FC(F)Oc1cccc(NC(=S)N2CCN(c3ccccn3)CC2)c1 | 14% | 8% | -10%
O=c1[nH]c(C2CCN(S(=O)(=O)c3ccccc3C(F)(F)F)CC2)nc2c1nnn2Cc1ccccc1 | -7% | -23% | -28%
Cn1c(N/N=C/c2ccccc2)nc2sc3c(c2c1=O)CCC3 | -15% | 7% | -10%
COc1ccc(OCC(=O)NCCCNC(=O)COc2ccc(OC)cc2)cc1 | 1% | . | -1%
COc1cc(OC)c(OC)cc1CN1CCc2nc(Nc3ccc4c(c3)OCCO4)ncc2C1 | -12% | . | -1%
Cc1c(O)ccc2c(CC(=O)N[C@@H](Cc3ccccc3)C(=O)O)cc(=O)oc12 | 13% | ? | ?
CC1CN(C(=O)COC(=O)c2cnc(Cl)c(Cl)c2)CC(C)O1 (stereo not drawn) | -1% | . | 2%
Cc1ccc(CNC(=O)CCCCCn2c(=O)c3sccc3n(CC(=O)N3CCCCC3C)c2=O)cc1 (stereo not drawn) | 0% | . | 1%
O=c1[nH]c(=O)n([C@@H]2C[C@H](O)[C@H](CO)O2)cc1I | . | 1%[21.6 µM] | 3%[21.4 µM]
COCc1c(C(=O)N/N=C/c2cccc3ccccc23)nnn1-c1nonc1N | -22% | 13% | -5%
COc1ccc(N(Cc2ccccc2)C(=O)CSc2nnc(Cn3nnc4ccccc43)o2)cc1 | -6% | ? | 2%
COc1ccc(/C=N/Nc2ccc([N+](=O)[O-])cc2)cc1O | -33% | -16% | -6%
Cc1ccc(S(=O)(=O)C2C(=O)NC3(C)CC2c2ccccc2O3)cc1 (stereo not drawn) | 0% | 10% | -6%
Cc1nn(-c2ccc(C(=O)Nc3nnc(C4CC4)s3)cc2)c(C)c1Cl | -5% | 1% | -1%

Arranged by the number under GCN5L2 inh (low to high): 5 from the list above.
SMILES | N370S GC | GCN5L2 inh
Cc1ccc(S(=O)(=O)C2C(=O)NC3(C)CC2c2ccccc2O3)cc1 (stereo not drawn) | 10% | -6%
COCc1c(C(=O)N/N=C/c2cccc3ccccc23)nnn1-c1nonc1N | 13% | -5%
COc1cc(OC)c(OC)cc1CN1CCc2nc(Nc3ccc4c(c3)OCCO4)ncc2C1 | . | -1%
Cc1ccc(CNC(=O)CCCCCn2c(=O)c3sccc3n(CC(=O)N3CCCCC3C)c2=O)cc1 (stereo not drawn) | . | 1%
CC1CN(C(=O)COC(=O)c2cnc(Cl)c(Cl)c2)CC(C)O1 (stereo not drawn) | . | 2%

Next records follow:
SMILES | FEN1 inhibitor | N370S GC | GCN5L2 inh
CCc1ccc(N(C(=O)CCC(=O)Nc2cc(C)on2)C(C(=O)NC(C)(C)C)c2ccc(OC)cc2)cc1 (stereo not drawn) | 8% | -9% | -14%
CN1CCN(C(=O)Cn2ncc3c4ccccc4n(Cc4ccc(F)cc4)c3c2=O)CC1 | -4% | . | -2%
C/C=C/c1ccc(OCCCCN2CCN(CC)CC2)c(OC)c1 | 0% | -10% | -5%
O=C(CCC1CCCN(C(=O)COc2ccccc2)C1)N1CCN(c2ccccn2)CC1 (stereo not drawn) | -1% | 1% | 10%
Cc1cc(S(=O)(=O)NC(C)C)ccc1OCC(=O)NCc1ccccc1 | -6% | -8% | -16%
O=C(Cc1c(F)cccc1Cl)Nc1cc(S(=O)(=O)N2CCOCC2)ccc1N1CCOCC1 | 8% | -8% | 1%
CCNC(=O)C1(c2ccccc2)CCCC1 | -16% | 4% | .
CC(NC(=O)C(=O)N/N=C/c1ccc(Cl)cc1)c1ccccc1 (stereo not drawn) | 5% | 12% | -20%
COc1cccc(C(=O)Nc2ccc3nc(SCC(=O)N(C)c4ccccc4)sc3c2)c1 | 4% | . | -21%
Cc1[nH]nc(S(=O)CC(=O)O)c1[N+](=O)[O-] (stereo not drawn) | 2% | ? | -9%
CC(C)(C)n1ncc(Oc2ccccc2[N+](=O)[O-])c(Cl)c1=O | -7% | -17% | -1%
Cc1ccc(-n2c(=O)c3c(c4cc(C)ccc4n3C)n(CC(=O)Nc3c(C)cccc3C)c2=O)cc1 | -3% | . | 0%
COc1ccc(N2CCN(C(=O)Cc3coc4cc(C)ccc34)CC2)cc1 | 0% | -7% | 3%
CCOC(=O)C(CC)/C(C)=N\NC(=O)CCC(=O)Nc1ccc(Cl)cc1Cl (stereo not drawn) | -5% | 6% | 0%
CC(=O)Nc1cc(-c2ccccc2)nn1Cc1ccc(Cl)cc1 | -8% | 8% | 1%
CC(=O)c1ccc(NC(=O)Cn2nc(C(F)(F)F)c3c2CCC3)cc1 | 13% | . | -6%
O=S(=O)(NC1c2cccc3cccc(c23)C1Sc1ncccn1)c1ccc(Cl)cc1 (stereo not drawn) | -22% | 9% | -8%
Cc1ccccc1NC(=O)C[n+]1cc(-c2ccccc2)n2c1CCC2 | 0% | 1% | -4%
O=c1c(Cc2c(F)cccc2Cl)c(O)ccn1Cc1ccc2c(c1)OCO2 | 8% | 28% | -7%
CSc1ccc(CCNC(=O)Cn2nc(C)n3c(cc4sccc43)c2=O)cc1 | 20% | . | 2%
COc1cc(CCNC(=O)c2ccccc2NC(=O)C2=C(C)OCCS2)cc(OC)c1OC | 11% | -2% | 0%
COc1ccc(C)cc1NC(=O)C1CCCN(S(=O)(=O)c2ccc3[nH]c(=O)ccc3c2)C1 (stereo not drawn) | 8%&-7% | ? | -4%&-3%
Cc1cc(C)cc(OC(C)C(=O)Nc2nc3c(s2)CCCC3)c1 (stereo not drawn) | -15% | . | -7%
CN1CCN(C(=O)c2ccc(Cn3cc(Cl)cn3)o2)CC1 | 2% | -1% | -9%
Cc1c(NC(=O)c2ccc(S(=O)(=O)Nc3ccccc3F)cc2)c(=O)n(-c2ccccc2)n1C | 2% | . | -6%
O=C(NCc1ccco1)C(c1ccc(F)cc1)N(CC1CCCO1)C(=O)Cn1nnc2ccccc21 (stereo not drawn) | -14% | 11% | -4%
COC(=O)c1ccc(CSc2nnc3sc4ccccc4n23)o1 | 8% | -10% | -3%
CCn1cc(CCC(=O)O)c(C)n1 | 1% | 8% | -6%
O=C(OCC(=O)N1CCOCC1)c1ccccc1Br | -3% | 9% | -1%
N[C@@]12CCc3nonc3[C@]1(O)CC(c1ccccc1)=[N+]2[O-] | -8% | 0% | 0%
O=C(Nc1cccc(-n2cnnn2)c1)c1ccncc1 | -11% | -6% | -5%
COc1ccc(C(=O)C2CCCN(Cc3cccn3-c3cccnc3)C2)cc1OC (stereo not drawn) | 3% | 3% | -3%
CCOc1ccc(NC(=O)COc2nsnc2N2CCOCC2)cc1 | -9% | -1% | -6%
O=C(CSc1nnnn1Cc1ccccc1)Nc1ccccc1 | 15% | -3% | -5%
O=C(CS(=O)(=O)c1c[nH]c2ccccc12)Nc1ccc2c(c1)OCCO2 | 2% | 0% | -4%
Cn1c2ccccc2c2nnc(SC3CCOC3=O)nc21 (stereo not drawn) | -12% | 20% | -5%
CCc1ccccc1NC(=O)c1ccc(NCCc2ccccc2)c([N+](=O)[O-])c1 | -7% | -2% | 10%
CCc1cccc(-n2c(=O)c3cccnc3n2CC(=O)Nc2c(C)cc(C)cc2C)c1 | -1% | . | -10%
O=S(=O)(N/N=C\c1cccn1-c1ccccc1)c1ccc2ccccc2c1 | -1% | 17% | -6%
COc1ccc(C/C(N)=N/OC(=O)Cc2ccccc2)cc1OC | -5% | 21% | -8%

In a second layout: three of the compounds above
Molecule,FEN1 inhibitor,N370S GC,GCN5L2 inh
CCc1cccc(-n2c(=O)c3cccnc3n2CC(=O)Nc2c(C)cc(C)cc2C)c1,-1%,.,-10%
O=C(CS(=O)(=O)c1c[nH]c2ccccc12)Nc1ccc2c(c1)OCCO2,2%,0%,-4%
COc1ccc(C/C(N)=N/OC(=O)Cc2ccccc2)cc1OC,-5%,21%,-8%

(cont.)
SMILES | FEN1 inhibitor | N370S GC | GCN5L2 inh
COc1ccc(/C=N/NC(=O)C2CC2)c(OC)c1OC | 19% | -24% | -6%
Cc1cc(C)cc(N2CCCn3c2nc2c3c(=O)[nH]c(=O)n2C)c1 | 17% | -1% | 19%
COc1cc(C(=O)Nc2cc(C)ccn2)cc(OC)c1OC | -5% | 4% | -7%
CC(=O)N1CCc2c(sc3c2c(=O)n(-c2ccc(C)cc2)c(=O)n3Cc2ccccc2C)C1 | -13% | . | -1%
COc1ccc(NC(=O)CSc2ccccn2)cc1OC | -1% | -9% | .
O=C(c1cccc(-c2ccc(O)cc2)c1)N1CCN(c2ccc(F)cc2)CC1 | 7% | -3% | 3%
COc1ccc(C(=O)NNC(=O)Nc2ccc(Cl)cc2)cc1 | -1% | 21% | -20%
Cc1c(CC(=O)O)c(=O)oc2c(C)c(OCc3ccc(F)cc3Cl)ccc12 | -6% | 0% | 5%
CCC(=O)Nc1cc2nn(-c3ccc(OC)cc3)nc2cc1C | 6% | 1% | -1%
CCCN=C(C)c1c(-c2ccccc2)[nH]n(-c2nc3ccccc3s2)c1=O | -1% | 7% | -3%
COc1cccc2cc(C(C)N(CCCN3CCOCC3)C(=S)Nc3ccc(C)c(C)c3)oc12 (stereo not drawn) | -4% | ? | -14%
Cc1cc(C(F)(F)F)n2nc(-c3cccs3)cc2n1 | 0% | 4% | -5%
Cc1ccc(Cn2c(SCC(C)C)nc3c2c(=O)n(C)c(=O)n3C)cc1 | 11% | 0% | -3%
O=C(N/C(=C\c1ccco1)C(=O)N1CCCC1)c1cccs1 | -8% | 4% | -3%
Cc1ccc(C(=O)NCC(=O)OCC(=O)Nc2ccc(Cl)cc2C(F)(F)F)cc1C | -2% | 1% | 1%
O=C(Nc1ccc(C(=O)N2CCOCC2)cc1)Nc1cccc(Cl)c1 | -1% | -18% | 1%
Cc1ccc(-n2c(C)nnc2SCC(=O)Nc2ccccc2)cc1 | 0% | -1% | -3%
CC(=O)c1ccc(Oc2nc(C)nc3c2oc2ccccc23)cc1 | -3% | . | -8%
COc1ccccc1-c1cc2ccccc2[nH]1 | -22% | 4% | -8%
COCCNC(=O)C1CCCN(S(=O)(=O)c2ccc3c(c2)CC(C)N3C(=O)C2CC2)C1 (stereo not drawn) | 0% | -3% | -2%

One compound at a time, from the list above.
COc1ccccc1-c1cc2ccccc2[nH]1 is listed with FEN1 inhibitor = -22%; N370S GC = 4%; GCN5L2 inh = -8%
O=C(Nc1ccc(C(=O)N2CCOCC2)cc1)Nc1cccc(Cl)c1 is listed with FEN1 inhibitor = -1%; N370S GC = -18%; GCN5L2 inh = 1%
